# Bioassay records as filed in PubChem.
# NCI-60 one-dose screen, 48 h, at 10 µM unless noted. Numbers give growth in % (100 = growth as untreated, 0 = no growth, -100 = all killed).
# MALME-3M: MALME-3M melanoma; AID 1794766; actives 5.8% (n = 78,000)
# UACC-62: UACC-62 melanoma. actives 5.4% (n = 81,000). AID 1794756
# SK-MEL-28: SK-MEL-28 melanoma | actives 4.1% (n = 81,000)
# UACC-257: UACC-257 melanoma; AID 1794764; actives 4.4% (n = 78,000)
# M14: M14 melanoma. actives 6.2% (n = 80,000)
# SK-MEL-5: SK-MEL-5 melanoma; actives 6.4% (n = 80,000); AID 1794755
# SK-MEL-2: SK-MEL-2 melanoma | actives 4.7% (n = 77,000) | AID 1794763
# MDA-MB-435: MDA-MB-435 melanoma; actives 7.8% (n = 82,000); AID 1794794
# * marks the source's active call; other numbers are inactive results; . = no result given; & = joins results of further samples. How the source made its calls: active means growth percent below 10; inactive means the rest.
SMILES,MALME-3M,UACC-62,SK-MEL-28,UACC-257,M14,SK-MEL-5,SK-MEL-2,MDA-MB-435
CN1[C@@H]2CC[C@H]1/C(=C\c1ccccc1)C(=O)/C2=C/c1ccccc1,72.8,26.6,70.9,42.8,43.4,43.9,60.7,25.0
CCCCCCCCCCCO,93.3,93.4,103.8,93.2,107.3,100.2,99.9,105.4
NCc1cc(Nc2ccnc3cc(Cl)ccc23)ccc1F,124.1,98.5,110.6,73.4,89.8,97.5,95.2,91.2
N#Cc1ccc(O)c(C2=NCC(c3ccc(-c4ccccc4)cc3)O2)c1 (centres undefined),17.4,-5.3*,23.7,13.2,-16.6*,4.0*,-4.7*,26.8
C=CCC(O)c1ccc2c(c1)OCO2 (centres undefined),102.5,102.9,109.1,94.3,103.7,102.7,.,107.4
CCCCc1ccc(C(O)(CCN2CC3CCC(CC3)C2)c2ccccc2)cc1 (centres undefined),95.7,107.6,101.6,95.2,91.7,101.5,98.0,98.2
CCOC(=O)c1cnc(SCC)[nH]c1=O,106.8,104.8,108.2,97.5,102.3,106.5,68.3,105.8
O=C1[C@@H]2Cc3c([nH]c4ccccc34)[C@H](c3c(Cl)cccc3Cl)N2C(=O)CN1C1CCN(Cc2ccccc2)CC1,44.9,90.2,14.6,46.4,23.3,45.2,85.7,-61.8*
CC(C)C(=O)c1ccc(O)c(O)c1,132.3,98.8,93.1,106.9,100.8,97.7,.,105.5
c1nc2ccc(-c3cc4ccc5[nH]ncc5c4c4c3CCCC4)cc2[nH]1,28.8,31.9,41.7,59.1,7.7*,67.4,43.0,21.2
CCOC(=O)c1cc(Cl)nc(Cl)c1,103.5,98.2,115.5,97.9,103.5,99.1,115.2,107.7
CC1(C)CC(=O)C(CSC(=O)c2ccccc2)C(=O)C1,88.7,91.2,96.3,105.4,90.2,109.3,95.3,104.2
O=C(NCc1cc(C(F)(F)F)ccc1Cl)C1CCC(=O)N1c1cccs1 (centres undefined),24.7,.,.,86.8,100.0,.,106.7,104.3
CCc1ccc(C(=O)NNC(=O)Cc2coc3cc(OC)ccc23)cc1,102.5,90.9,113.0,57.2,96.3,116.1,26.1,115.0
C=C(CN1CC=CCC1)[C@@H]1CC[C@]2(C(=O)O)CC[C@]3(C)[C@H](CC[C@@H]4[C@@]5(C)CC[C@H](OC(C)=O)C(C)(C)[C@@H]5CC[C@]43C)[C@@H]12,100.5,92.8,107.7,104.3,91.2,96.3,117.2,93.9
O=c1[nH]c(=O)n(C2CC(O)C(CO)O2)cc1I (centres undefined),78.7,68.0,80.7,80.7,66.0,59.7,95.9,75.1
O=c1c(N=Nc2nccs2)c(-c2ccccc2)[nH]n1-c1nc(-c2ccccc2)cs1,72.0,12.3,47.1,39.6,28.3,15.2,22.8,26.7
CN(C(=O)CN(CCO)CC(=O)N(C)C(C)(C)Cc1ccccc1)C(C)(C)Cc1ccccc1,87.5,74.1,100.8,91.6,85.8,.,84.1,88.6
CC1(C)N=C(N)N=C(N)N1c1cccc(CCc2ccccc2)c1,79.1,24.7,46.3,39.3,55.4,12.0,50.3,47.5
COc1cc(S(N)(=O)=O)c(OC)cc1N,119.9,103.9,123.9,94.1,99.4,108.9,.,129.4
COc1ccc(CNC(=O)c2nc(-c3cc(OC)c(OC)c(OC)c3)n(-c3ccc(OC)c(OC)c3)n2)cc1OC,89.9,93.8,98.2,116.1,91.8,97.6,82.6,105.7
Cn1c(=O)[nH]c(=O)c2nc3cc(-c4ccccc4)oc3nc21,106.2,101.8,104.3,110.1,110.4,101.8,105.4,102.2
CCN1C(=O)N(CC)C2NNC(Sc3c(C(=O)O)c4ccccc4n(CCC(C)C)c3=O)=NC21 (centres undefined),46.5,17.9,45.5,40.0,12.1,3.7*,22.3,-53.6*
COc1cc(-c2nc3ccccc3[nH]2)cc(CN2CCN(c3ccccc3)CC2)c1O,108.0,96.6,103.3,72.7,76.8,72.2,107.0,72.6
Cc1[nH]nc2c1C(c1cc(=O)oc3ccc(Cl)cc13)CC(=O)O2 (centres undefined),82.3,89.4,99.2,92.1,96.8,100.5,84.7,108.9
CCOC(=O)N1C2C=CC(C2)N1C(=O)OCC,104.5,109.5,109.5,103.7,106.2,98.1,110.6,103.6
COC(=O)/C=C/c1cccc2c1C(=O)NC(C)(c1cc3ccccc3oc1=O)N2 (centres undefined),58.7,42.8,75.4,77.7,41.7,78.5,-2.0*,78.2
CNC(=O)c1cc(-n2ccc3cc(NC(=O)Nc4ccc(F)c(C(F)(F)F)c4)ccc32)ccn1,70.5,62.6,82.6,76.4,55.6,42.3,98.9,60.2
COc1ccc(-c2nc(SC(C)C)nc(Nc3ccc(C(C)=O)cc3)c2C#N)cc1,101.4,106.5,111.3,106.2,113.1,99.9,101.9,104.9
N[C@@H](Cc1ccccc1)[C@@H](O)C(=O)NCc1ccccc1,94.8,92.2,103.1,102.3,102.3,102.3,115.4,103.5
COc1ccc2nc3sc(C(=O)Nc4ccc(C(=O)/C=C/c5ccccc5)cc4)cc3cc2c1,99.4,97.7,108.4,100.6,101.4,96.7,94.0,102.6
C/C(=C1/C(=O)Nc2ccccc21)c1ccc(NS(=O)(=O)c2ccccc2)cc1,79.5,65.2,104.7,98.5,92.6,82.5,102.0,100.1
O=C(CSCc1c(F)cccc1Cl)Nc1ccc(F)c(Cl)c1,82.4,52.0,96.3,90.8,95.7,79.5,75.7,91.6
CC(C#N)Oc1cccc2ccccc12 (centres undefined),92.1,100.9,100.1,.,102.0,103.8,103.6,97.7
O=Nc1ccc(O)cc1,135.5&106.6,93.4&90.2,113.3&112.7,96.8&107.7,101.7&97.8,108.9&98.0,109.2&96.7,107.7&103.8
Nc1cc([N+](=O)[O-])ccc1C(=O)O,101.4,102.4,111.7,102.7,113.3,96.9,107.1,106.6
CC(C)CC(C(=O)O)N1C(=O)/C(=C\c2ccc(-c3ccc(Cl)cc3)o2)SC1=S (centres undefined),95.4,89.0,102.0,99.5,102.8,93.7,106.9,107.5
CCC(=O)c1ccc(O)cc1O,104.7,83.7,79.6,93.0,87.0,100.7,80.5,104.9
COc1ccc(C(=O)NCCNc2nccc(Nc3ccc(S(=O)(=O)Nc4ccccn4)cc3)n2)cc1,105.1,95.9,109.3,85.2,95.0,104.4,100.3,112.8
CCCCCCCCCN1CCCCC1,112.2,99.8,116.9,59.0,78.4,98.5,76.6,104.9
Cc1ccc(NC(=O)Cn2c(O)c(N=Nc3ccc(S(N)(=O)=O)cc3)c3ccccc32)cc1,79.2,47.9,53.6,94.1,54.2,73.6,99.4,32.4
N#Cc1c(-c2cccs2)cc(-c2cnccn2)nc1SCC(=O)Nc1ccc(Br)cc1,117.6,78.9,89.7,106.0,91.7,91.1,105.9,74.4
CCc1c(CC(=O)O)c2cc(C)ccc2n1Cc1ccc(Cl)cc1,199.6&95.1,83.8&84.9,125.4&129.4,87.7,85.4&101.4,97.2&93.8,90.9&102.8,97.4&114.4
C=CC(=O)NCc1cccc(Nc2ncc(Br)c(NCCCNC(=O)C3CCC3)n2)c1,-23.2*,-41.6*,-15.7*,0.1*,-31.0*,-39.8*,-50.0*,-51.4*
CC(=O)Oc1ccc([N+](=O)[O-])cc1,.,102.3,107.3,94.8,109.3,97.5,110.7,109.1
CC(=O)Oc1ccc(OCCCN(C)c2ccccc2)cc1,93.0,32.3,92.1,81.8,34.6,.,84.9,70.0
Cc1cc(S(=O)(=O)NO)c(N)cc1Cl,147.0,107.0,120.8,103.3,106.9,101.5,103.3,108.5
Cn1cc(-c2ccc(F)c(C(F)(F)F)c2)nc1C1CCN(c2ncnc3[nH]ncc23)CC1,76.5,75.7,86.2,74.3,83.4,95.1,.,93.3
COc1ccc(-c2cnc3nonc3n2)cc1OC,91.1,80.8,110.9,98.1,80.3,87.7,111.2,73.2
COc1ccc(C2c3sc4c(F)cccc4c3Oc3ncnc(N)c32)cc1 (centres undefined),121.3,82.0,110.8,120.9,103.1,96.0,106.5,96.2
COc1ccc(C(=O)/C=C/c2cn(-c3ccccc3)nc2-c2ccc(OCc3ccccc3)cc2)cc1,111.0,84.6,105.7,82.1,96.0,91.1,86.8,97.0
COc1cc2cc3c(nc2cc1OC)CCN3Cc1ccc(NC(=O)Nc2cc(Cl)cc(Cl)c2)cc1,95.1,43.6,90.8,86.6,94.4,88.7,84.4,90.2
C=CCN1C(=O)/C(=c2\sc3n(c2=O)NC2C(N=3)N(CC)C(=O)N2CC)c2ccccc21 (centres undefined),67.6,35.5,59.9,82.4,16.5,.,65.9,-7.6*
C#CCCCNCCNc1ccnc2cc(Cl)ccc12,88.8,73.5,79.0,0.5*,61.3,45.9,98.1,59.7
CCCCCCCC/C=C\CCCCCCCCOc1cccc(CC(=O)NCC[N+]2(C)CCCC2)c1,88.9,71.7,98.6,98.9,89.2,94.1,107.5,85.7
CC(=O)OCC(OC(C)=O)C(OS(C)(=O)=O)C(OS(C)(=O)=O)C(COC(C)=O)OC(C)=O (centres undefined),100.2,100.9,94.0,101.8,99.2,103.4,105.0,93.9
CCOC(=O)/C(C)=N\Nc1ccc([N+](=O)[O-])cc1,94.1,102.2,107.9,91.3,108.3,99.4,113.4,102.5
O=c1[nH][nH]c2c(Cl)cccc12,.,.,109.7,103.1,107.2,99.2,121.0,99.5
CCO/C=N/C1=C(C#N)C(c2ccc(OC)cc2)c2sc3c(C)cccc3c2O1 (centres undefined),60.6,17.3,55.7,88.7,5.2*,39.5,36.5,-21.5*
CC(C)(C)CC(C)(C)n1nnnc1C(Nc1nccs1)c1cc2cccc3ccc4cccc1c4c32 (centres undefined),94.0,68.4,101.4,103.9,110.7,100.2,.,101.7

# Next compounds.
SMILES,MALME-3M,UACC-62,SK-MEL-28,UACC-257,M14,SK-MEL-5,SK-MEL-2,MDA-MB-435
CC(=O)NCCc1nc2ccccc2n1Cc1ccc(C(C)C)cc1,100.8,92.5,114.8,98.3,103.9,100.1,92.5,107.8
Cn1c[n+](C)c2ccccc21,191.1,94.4,112.9,100.2,97.8,99.4,112.8,107.3
Cc1ccc(S(=O)(=O)N2CCN(c3oc(-c4ccccc4)nc3C#N)CC2)cc1,93.7,50.0,81.2,94.3,67.6,92.8,.,83.1
CCCCC(=O)N(Cc1ccc(-c2ccccc2-c2nn[nH]n2)cc1)[C@H](C(=O)O)C(C)C,94.7,103.4,106.4,108.6,111.5,.,117.7,104.5
CS/C(=N\S(=O)(=O)c1ccccc1)NNC(=O)c1c(-c2c(Cl)cccc2Cl)noc1C,91.9&94.0,96.4&101.2,113.7&103.1,99.8,99.9&100.5,90.7&97.1,111.1,114.2&102.7
Nc1ccc2[nH]cc(-c3c4ccccc4cc4[nH]c5ccc(N)cc5c34)c2c1,100.0,95.9,89.3,116.6,.,106.2,101.3,102.5
O=C(O)C1(Nc2ccc([N+](=O)[O-])cc2[N+](=O)[O-])CCCC1,100.8,105.8,110.9,94.0,99.2,108.1,.,112.5
O=C(O)c1cccc(S)c1,122.1,100.1,102.7,108.1,106.3,104.4,103.7,116.1
CCCCN(CCNc1ccc(C)c2sc3ccccc3c(=O)c12)CC(C)O (centres undefined),122.6,.,104.0,101.3,78.1,78.5,92.9,99.9
CC1CCN(C2=NC(=O)/C(=C\c3ccc(OCc4ccc([N+](=O)[O-])cc4)cc3)S2)CC1,94.8,84.1,98.2,106.0,95.6,95.8,102.5,98.8
Oc1c(Cl)cc(Cl)c2ccc(Cn3cc(-c4cc(F)cc(F)c4)nn3)nc12,37.2,74.1,61.4,60.4,61.5,98.5,96.3,60.8
CC(=O)OCC1OC(OC(C)=O)C(NC(=O)NS(=O)(=O)c2ccc(CCNC(=O)c3cc(Cl)cc(Cl)c3)cc2)C(OC(C)=O)C1OC(C)=O (centres undefined),110.3,95.4,106.0,104.7,101.7,98.6,110.4,99.1
CC1CC/C(=N\N(C)C)c2ccccc21 (centres undefined),101.5,112.2,108.2,129.5,99.3,90.6,114.4,98.5

# In the list so far, these contain an aryl methoxy group.
SMILES,MALME-3M,UACC-62,SK-MEL-28,UACC-257,M14,SK-MEL-5,SK-MEL-2,MDA-MB-435
CCc1ccc(C(=O)NNC(=O)Cc2coc3cc(OC)ccc23)cc1,102.5,90.9,113.0,57.2,96.3,116.1,26.1,115.0
COc1cc(S(N)(=O)=O)c(OC)cc1N,119.9,103.9,123.9,94.1,99.4,108.9,.,129.4
COc1ccc(CNC(=O)c2nc(-c3cc(OC)c(OC)c(OC)c3)n(-c3ccc(OC)c(OC)c3)n2)cc1OC,89.9,93.8,98.2,116.1,91.8,97.6,82.6,105.7
COc1cc(-c2nc3ccccc3[nH]2)cc(CN2CCN(c3ccccc3)CC2)c1O,108.0,96.6,103.3,72.7,76.8,72.2,107.0,72.6
COc1ccc(-c2nc(SC(C)C)nc(Nc3ccc(C(C)=O)cc3)c2C#N)cc1,101.4,106.5,111.3,106.2,113.1,99.9,101.9,104.9
COc1ccc2nc3sc(C(=O)Nc4ccc(C(=O)/C=C/c5ccccc5)cc4)cc3cc2c1,99.4,97.7,108.4,100.6,101.4,96.7,94.0,102.6
COc1ccc(C(=O)NCCNc2nccc(Nc3ccc(S(=O)(=O)Nc4ccccn4)cc3)n2)cc1,105.1,95.9,109.3,85.2,95.0,104.4,100.3,112.8
COc1ccc(-c2cnc3nonc3n2)cc1OC,91.1,80.8,110.9,98.1,80.3,87.7,111.2,73.2
COc1ccc(C2c3sc4c(F)cccc4c3Oc3ncnc(N)c32)cc1 (centres undefined),121.3,82.0,110.8,120.9,103.1,96.0,106.5,96.2
COc1ccc(C(=O)/C=C/c2cn(-c3ccccc3)nc2-c2ccc(OCc3ccccc3)cc2)cc1,111.0,84.6,105.7,82.1,96.0,91.1,86.8,97.0
COc1cc2cc3c(nc2cc1OC)CCN3Cc1ccc(NC(=O)Nc2cc(Cl)cc(Cl)c2)cc1,95.1,43.6,90.8,86.6,94.4,88.7,84.4,90.2
CCO/C=N/C1=C(C#N)C(c2ccc(OC)cc2)c2sc3c(C)cccc3c2O1 (centres undefined),60.6,17.3,55.7,88.7,5.2*,39.5,36.5,-21.5*
